CRFBP-R2 agonist – agonists of CRF-BP/CRF-R2 complex, primary screen, cell-based, HEK293, calcium dye fluorescence, uHTS; CRF-binding protein / CRF receptor 2 complex (human); calcium dye fluorescence (FLIPR); percent of saturating CRF peptide response; activation, % at 13.2 µM; 0.46% of 350,000 active; AID 588473, 2011;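 active = activation of at least 50%, plus an integration ratio under a set limit after plate pattern correction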;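 also: plate controls were neutral control wells without compound for no effect and CRF at EC100 for full effect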
MEKK3 PB1 HTS – modulators of MEKK3-MEK5 PB1 binding, primary screen, biochemical, wildtype MEKK3, multiplex bead flow cytometry, Alexa488-MEK5 | binding response (% of control), % at 10 µM | bead-based flow cytometry, Alexa488-MEK5 binding to MEKK3; actives lie on both sides; 0 = blocked by unlabeled MEK5, 100 = vehicle | Mitogen-activated protein kinase kinase kinase 3 (Homo sapiens), Q99759 | 1.4% of 290,000 active;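 active = binding response more than 3 SD above or below the average of its plate-row segment, actives on both sides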;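 also: Alexa488 bead fluorescence after subtracting the streptavidin-only scavenger bead signal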
Target sequence (Q99759 whole entry, looked up): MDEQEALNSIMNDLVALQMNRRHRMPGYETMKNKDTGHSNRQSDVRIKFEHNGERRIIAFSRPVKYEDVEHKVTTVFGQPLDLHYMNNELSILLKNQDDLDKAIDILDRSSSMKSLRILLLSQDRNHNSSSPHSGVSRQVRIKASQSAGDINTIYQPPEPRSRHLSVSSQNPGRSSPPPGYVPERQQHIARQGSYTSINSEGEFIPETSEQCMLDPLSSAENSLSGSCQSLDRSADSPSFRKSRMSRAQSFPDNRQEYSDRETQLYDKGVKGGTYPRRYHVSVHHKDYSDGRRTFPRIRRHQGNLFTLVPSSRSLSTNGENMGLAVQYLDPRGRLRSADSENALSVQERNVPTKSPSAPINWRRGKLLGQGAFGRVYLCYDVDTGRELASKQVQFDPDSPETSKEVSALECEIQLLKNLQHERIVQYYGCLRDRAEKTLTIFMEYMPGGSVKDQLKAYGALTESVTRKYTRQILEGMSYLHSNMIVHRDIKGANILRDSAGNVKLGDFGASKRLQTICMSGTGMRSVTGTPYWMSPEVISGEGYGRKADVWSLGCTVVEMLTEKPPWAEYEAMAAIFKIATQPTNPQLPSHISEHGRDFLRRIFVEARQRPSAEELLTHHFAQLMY
UBC9 SUMO inh – inhibitors of in vitro SUMOylation cascade, primary screen, biochemical, HTRF, uHTS; 0.36% of 290,000 active; HTRF SUMOylation assay, SAE1/SAE2 + UBC9; inhibition, % at 35 µM; SUMO-conjugating enzyme UBC9 (Homo sapiens), P63279; in the data active = inhibition above about 50%, passing the limit was not always enough; also: strong numbers were not always called active
Target sequence (P63279 whole entry, looked up): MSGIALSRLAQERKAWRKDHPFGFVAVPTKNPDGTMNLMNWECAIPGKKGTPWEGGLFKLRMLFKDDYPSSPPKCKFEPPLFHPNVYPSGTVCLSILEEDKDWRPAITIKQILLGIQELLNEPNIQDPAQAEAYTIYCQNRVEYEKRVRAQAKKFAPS
CRFR2-BP antag – antagonists of CRF-BP/CRF-R2 complex, primary screen, cell-based, HEK293, calcium dye fluorescence, uHTS; inhibition, % at 11.8 µM; AID 588475, 2011; 0.59% of 350,000 active; CRF-induced calcium fluorescence;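 active = inhibition of the ligand-induced calcium signal above about 50% at the single tested concentration, limit read from the data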
MEKK2mut PB1 HTS – MEK5 binding signal on mutant MEKK2 PB1, primary screen, biochemical, multiplex bead flow cytometry, Alexa488-MEK5; 0.35% of 290,000 active; AID 1530, 2009; percent response, % at 10 µM; Alexa488-MEK5 binding to MEKK2 mutant; in the data active = percent response above about 24%, passing the limit was not always enough; also: inactives centre near 1; some results filed as inactive read as strong as hits
NS3 helicase inh – inhibitors of HCV NS3 helicase, primary screen, biochemical, Cy5 molecular beacon fluorescence. Hepatitis C virus NS3 helicase. NS3 helicase DNA unwinding. inhibition, % at 10.9 µM. 0.56% of 290,000 active. AID 1800, 2009;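 active = inhibition above the mean of all tested compounds plus 3 SD, set per campaign, cut at about 35% in these data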;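 also: 0% = DMSO wells and 100% = thioflavine S control wells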
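System: NS3 helicase fragment of HCV / Schedule: 1 h at 25 °C / Control set: DMSO alone as 0% and 110 µM thioflavine S as 100% / Reagent: Cy5/quencher beacon DNA duplex and ATP to start / Technique: Cy5 fluorescence / Replication: singlicate / Evaluation: % inhibition of end-to-start signal ratio versus controls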
GalR3 antag – GalR3 antagonists in HEK293 cells, primary screen, cell-based, fluorescence readout | AID 651719, 2012 | inhibition, % at 3 µM | 0.44% of 360,000 active | Galanin receptor type 3 (Homo sapiens), O60755 | HEK293 GalR3-CNG cAMP membrane potential fluorescence; galR3 body fused to GalR1 C-terminus;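 active = inhibition above the screen-wide average plus 3 SD, cut at about 13% in these data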;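 also: forskolin and galanin both at EC90 stimulate the cells; cAMP rise reported by CNG channel membrane potential dye signal; 0% = forskolin plus galanin with DMSO and 100% = forskolin alone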
DNA FID counter – compounds displacing fluorescent DNA intercalator, primary screen, artefact control for HCV NS3 helicase inhibitor project, biochemical, FID fluorescence; 0.17% of 290,000 active; inhibition, % at 7.9 µM; DNA fluorescent intercalator displacement; AID 1845, 2009; in the data active = inhibition above about 37%;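 also: 0% = vehicle and 100% = reference compound; higher means more ethidium bromide displaced from hairpin DNA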
MEKK2wt PB1 HTS – modulators of MEK5 binding to wildtype MEKK2, primary screen, biochemical, multiplex bead flow cytometry, Alexa488-MEK5; Mitogen-activated protein kinase kinase kinase 2 (Homo sapiens), Q9Y2U5; Alexa488-MEK5 binding to MEKK2 WT; actives lie on both sides; binding response (% of control), % at 10 µM; 1.1% of 290,000 active; in the data active = binding response below about 67% or above about 130%
An asterisk follows results filed as active; / = not tested or not shown.

No.	smiles	NS3 helicase inh	UBC9 SUMO inh	MEKK2mut PB1 HTS	MEKK3 PB1 HTS	CRFBP-R2 agonist
1	O=C(Nc1cccc(NC(=O)c2ccco2)c1)c1ccccc1	21	11	0	101	-1.0
2	CCOC(=O)c1nn(-c2ccccc2)c(=O)c2c(N)scc12	5	26	6	102	-2.3
3	Cc1ccc(/C=N/NC(=O)c2cc(-c3ccc(C)o3)[nH]n2)cc1	-4	-3	4	100	-0.3
4	CC(C)c1ccc(N(C(=O)c2ccc3c(c2)OCO3)C2C=CS(=O)(=O)C2)cc1 (centres undefined)	-6	2	-5	98	0.1
5	Nc1cc(Cl)nc(N/N=C/c2ccccc2[N+](=O)[O-])n1	7	-12	2	93	-1.7
6	S=C(Nc1ccccc1Cl)N(CCN1CCCCC1)Cc1ccco1	4	2	-1	119	4.9
7	COC(=O)C1C(=O)C2=C(CC1C)NC(=O)CC2c1ccc(O)c(OC)c1 (centres undefined)	-3	2	7	100	-1.9
8	O=C(Nc1ccccc1C(=O)N1CCN(c2ccccc2)CC1)c1ccco1	2	3	0	94	1.7

No.	MEKK2wt PB1 HTS	GalR3 antag	DNA FID counter	CRFR2-BP antag
1	99	-7	-10	-7
2	105	-5	3	13
3	97	-10	-22	-15
4	98	-9	-43	-7
5	98	-3	1	-6
6	103	-2	6	-23
7	99	-2	1	6
8	101	-2	-9	4

Carrying on.
No.	smiles	NS3 helicase inh	UBC9 SUMO inh	MEKK2mut PB1 HTS	MEKK3 PB1 HTS	CRFBP-R2 agonist
9	CCOc1ccc(NC(=O)Nc2ccc3c(c2)nnn3C)cc1	5	-12	-1	101	0.0
10	O=C1CCCC1C(=O)Nc1ccc2ccccc2c1 (centres undefined)	1	2	4	99	-4.6
11	CC1=C(C(N)=O)C(c2ccc(Br)cc2)n2ncnc2N1 (centres undefined)	10	-2	7	100	0.0
12	COc1ccc(-n2c(SCC(=O)Nc3nccs3)nc3sc4c(c3c2=O)CCN(C)C4)cc1	-53	7	9	105	0.2
13	Cc1cc(C)[n+](-c2ccc(C(C)C)cc2)c2[nH]c(=O)[nH]c(=O)c12	3	18	-2	93	-1.4
14	CC(Sc1nc(-c2ccc(F)cc2)cs1)C(=O)Nc1ccc(Cl)cn1 (centres undefined)	9	-7	-2	99	-2.7
15	CN(C)C(=O)c1cc(F)ccc1Sc1cc(Cl)ccc1Cl	3	18	-7	92	-3.8
16	Cc1ccc(C)c(NC(=S)NNC(=O)c2cc3c(s2)CCC(C)C3)c1 (centres undefined)	3	-74	21	105	-0.3

No.	MEKK2wt PB1 HTS	GalR3 antag	DNA FID counter	CRFR2-BP antag
9	103	-1	-5	6
10	97	-5	-2	15
11	102	-5	-13	-1
12	106	-3	2	12
13	95	-11	-5	-7
14	98	-12	-17	25
15	93	1	-12	27
16	95	-4	-21	-27

Carrying on:
No.	smiles	NS3 helicase inh	UBC9 SUMO inh	MEKK2mut PB1 HTS	MEKK3 PB1 HTS	CRFBP-R2 agonist
17	N#C/C(=C\c1ccccc1)C(=O)OCC(=O)N1CCCC1	-1	3	0	104	-0.1
18	Cc1ccc(C(C(=O)NC(C)(C)C)N(CC2CCCO2)C(=O)Cn2nnc(-c3ccc(C)o3)n2)cc1 (centres undefined)	0	7	3	99	-4.8
19	CCCCN(CCCC)c1nc(-c2ccncc2)nc2ccccc12	-14	28	7	101	7.1
20	O=C(NCCCSc1ccccc1)c1cccnc1	2	-13	3	103	1.1
21	COc1ccc(C(=O)NC(=S)Nc2ccc(N3CCCC3)cc2)cc1OC	7	-27	2	101	0.5
22	CCn1nc(C)c(CNC(=O)CC2C(=O)NCCN2Cc2ccc(C)o2)c1C (centres undefined)	-4	1	-10	88	1.1
23	O=c1c(C=NCC2CCCO2)c(-c2ccccc2)[nH]n1-c1ccc([N+](=O)[O-])cc1 (centres undefined)	20	15	0	97	2.2
24	CSc1oc(-c2ccc(F)cc2)nc1S(=O)(=O)c1ccccc1	12	-19	6	70	-2.3

No.	MEKK2wt PB1 HTS	GalR3 antag	DNA FID counter	CRFR2-BP antag
17	100	-2	2	-6
18	101	-5	-29	20
19	104	-8	-7	-23
20	102	0	-8	-4
21	103	-5	1	4
22	86	-3	-11	-20
23	101	-6	-5	0
24	83	-2	-11	12

(cont.)
No.	smiles	NS3 helicase inh	UBC9 SUMO inh	MEKK2mut PB1 HTS	MEKK3 PB1 HTS	CRFBP-R2 agonist
25	Cc1ccc(C(=O)N2CCCC2)cc1S(=O)(=O)N1CCCCC1	3	8	-4	97	2.8
26	Cc1ccc(C)c(S(=O)(=O)N/N=C/c2ccc(F)cc2)c1	-5	9	-14	89	-0.7
27	c1ccc2[nH]c(SCc3cn4cccnc4n3)nc2c1	7	-7	-1	100	-1.5
28	COc1ccccc1-c1nnc(SCC(=O)N2CCCC2)o1	-3	1	1	104	-0.5
29	O=C(O)c1c2c(nc3ccccc13)CCCCC2	-9	-19	4	97	0.7
30	CC(C)(C)c1ccc(C2=CC(c3ccccc3)n3ncnc3N2)cc1 (centres undefined)	/	/	-1	95	42
31	COc1ccccc1NS(=O)(=O)c1cccc(NC(=O)Cc2cccs2)c1	-13	-7	-2	100	-1.2
32	CCN(CC)CCOC(=O)c1ccc(NC(=O)/C=C/c2cccs2)cc1	-8	-7	2	97	1.9

No.	MEKK2wt PB1 HTS	GalR3 antag	DNA FID counter	CRFR2-BP antag
25	93	-3	-18	-22
26	78	0	-7	-11
27	99	3	0	2
28	106	-6	-17	5
29	98	-7	4	-8
30	92	/	/	-12
31	101	-6	-13	2
32	117	-2	7	-8

Next results
No.	smiles	NS3 helicase inh	UBC9 SUMO inh	MEKK2mut PB1 HTS	MEKK3 PB1 HTS	CRFBP-R2 agonist
33	COc1ccc(OC)c(Nc2ncnc3ccc(Br)cc23)c1	3	2	-1	96	0.3
34	COc1ccccc1-c1nc(C#N)c(N2CCN(c3cccc(Cl)c3)CC2)o1	-8	0	3	103	-1.8
35	Cc1ccc(NC(=O)CCNS(=O)(=O)c2ccc(OC(F)(F)F)cc2)c(O)c1	1	-8	5	102	0.2
36	COc1cc(C(=O)N/N=C/c2cn(Cc3cccc(F)c3)c3ccccc23)ccc1O	-5	-15	-7	100	-1.1
37	Cc1cc(F)ccc1S(=O)(=O)N1CCCOC1CNC(=O)C(=O)NCCC1=CCCCC1 (centres undefined)	1	12	3	100	3.8
38	O=C(CCC1CCCCC1)Nc1nncs1	0	-2	3	106	-1.0
39	Fc1ccc(/C=N/Nc2nc3ccccc3[nH]2)cc1F	-1	-15	-3	107	0.5
40	NC(=S)NNC(=O)[C@@H]1CCCC[C@@H]1C(=O)O	-1	9	-2	99	0.1

No.	MEKK2wt PB1 HTS	GalR3 antag	DNA FID counter	CRFR2-BP antag
33	100	-7	-14	10
34	103	/	-3	33
35	104	-3	-19	-12
36	94	-1	-13	-6
37	104	-4	1	-78
38	108	-4	-7	-29
39	107	-8	9	-30
40	97	/	-4	12

Going on with the list.
No.	smiles	NS3 helicase inh	UBC9 SUMO inh	MEKK2mut PB1 HTS	MEKK3 PB1 HTS	CRFBP-R2 agonist
41	COc1ccc(NC(=O)CN(C)CC(=O)Nc2cccc(C(C)=O)c2)cc1	9	14	-9	95	-1.9
42	O=C(COC(=O)c1ccc2ccccc2n1)Nc1ncc(C(F)(F)F)cc1Cl	-2	0	1	100	-6.5
43	N#Cc1ccc(CSc2nnc(NC(=O)C3CC(=O)N(c4ccc5c(c4)OCCO5)C3)s2)cc1 (centres undefined)	25	3	3	110	-1.0
44	CCOc1ccc(N2Cc3ccccc3C2)cc1	8	18	1	103	-1.3
45	CC(OC(=O)c1ccncc1)C(=O)Nc1cccc(Cl)c1 (centres undefined)	2	7	5	108	1.8
46	CC[C@H](C)C(C(=O)N1CCN(C(=O)OC(C)(C)C)CC1)n1cc(C(CC(C)C)NC(=O)OC(C)(C)C)nn1 (some centres undefined)	2	-11	1	74	-1.4

No.	MEKK2wt PB1 HTS	GalR3 antag	DNA FID counter	CRFR2-BP antag
41	99	-11	-9	2
42	101	-1	-14	15
43	104	/	-31	0
44	97	-3	-6	11
45	107	-2	1	-67
46	72	-4	-19	0

Three entries from above, ordered by the number in CRFR2-BP antag, low to high:
| No. | Structure | CRFR2-BP antag |
| --- | --- | --- |
| 43 | N#Cc1ccc(CSc2nnc(NC(=O)C3CC(=O)N(c4ccc5c(c4)OCCO5)C3)s2)cc1 (centres undefined) | 0 |
| 44 | CCOc1ccc(N2Cc3ccccc3C2)cc1 | 11 |
| 42 | O=C(COC(=O)c1ccc2ccccc2n1)Nc1ncc(C(F)(F)F)cc1Cl | 15 |

Among those listed so far, these contain an aryl thioether with sulfur outside any ring:
No.	smiles	NS3 helicase inh	UBC9 SUMO inh	MEKK2mut PB1 HTS	MEKK3 PB1 HTS	CRFBP-R2 agonist
12	COc1ccc(-n2c(SCC(=O)Nc3nccs3)nc3sc4c(c3c2=O)CCN(C)C4)cc1	-53	7	9	105	0.2
14	CC(Sc1nc(-c2ccc(F)cc2)cs1)C(=O)Nc1ccc(Cl)cn1 (centres undefined)	9	-7	-2	99	-2.7
15	CN(C)C(=O)c1cc(F)ccc1Sc1cc(Cl)ccc1Cl	3	18	-7	92	-3.8
20	O=C(NCCCSc1ccccc1)c1cccnc1	2	-13	3	103	1.1
24	CSc1oc(-c2ccc(F)cc2)nc1S(=O)(=O)c1ccccc1	12	-19	6	70	-2.3
27	c1ccc2[nH]c(SCc3cn4cccnc4n3)nc2c1	7	-7	-1	100	-1.5
28	COc1ccccc1-c1nnc(SCC(=O)N2CCCC2)o1	-3	1	1	104	-0.5
43	N#Cc1ccc(CSc2nnc(NC(=O)C3CC(=O)N(c4ccc5c(c4)OCCO5)C3)s2)cc1 (centres undefined)	25	3	3	110	-1.0

No.	MEKK2wt PB1 HTS	GalR3 antag	DNA FID counter	CRFR2-BP antag
12	106	-3	2	12
14	98	-12	-17	25
15	93	1	-12	27
20	102	0	-8	-4
24	83	-2	-11	12
27	99	3	0	2
28	106	-6	-17	5
43	104	/	-31	0

Bioassay records from PubChem.

Only part of the results is shown, so the mix of outcomes need not match the whole.
